Screening data (PubChem BioAssay)
CHT inh = inhibitors of human choline transporter CHT; B-score at 10 µM; Q9GZV3; 0.86% of 310,000 active; CHT-expressing cells, membrane potential dye, choline response; hits give low values;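 active = B-score over 3 SD under the library average, and starting fluorescence ratio not unusually high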;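 note: choline stimulus applied at its EC90 after an EC20 pre-addition; B-score computed on integrated fluorescence ratio after choline addition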
Target sequence (Q9GZV3 whole entry, looked up): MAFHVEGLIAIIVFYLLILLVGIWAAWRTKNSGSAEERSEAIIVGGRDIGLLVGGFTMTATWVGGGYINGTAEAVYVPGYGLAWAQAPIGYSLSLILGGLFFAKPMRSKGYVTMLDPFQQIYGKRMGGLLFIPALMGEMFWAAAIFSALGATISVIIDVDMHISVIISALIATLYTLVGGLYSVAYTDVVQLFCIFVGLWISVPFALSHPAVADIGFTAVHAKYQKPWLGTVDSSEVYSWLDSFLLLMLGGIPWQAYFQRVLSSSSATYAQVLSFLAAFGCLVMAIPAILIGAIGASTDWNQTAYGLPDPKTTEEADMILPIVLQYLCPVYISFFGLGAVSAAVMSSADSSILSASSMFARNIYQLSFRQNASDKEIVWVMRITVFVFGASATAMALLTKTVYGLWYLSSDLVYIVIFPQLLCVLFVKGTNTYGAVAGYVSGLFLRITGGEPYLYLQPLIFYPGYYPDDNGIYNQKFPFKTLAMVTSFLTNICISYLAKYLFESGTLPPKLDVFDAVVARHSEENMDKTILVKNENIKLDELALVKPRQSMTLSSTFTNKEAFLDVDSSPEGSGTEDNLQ
KCNQ2 block = KCNQ2 potassium channel inhibitors, primary screen, cell-based, CHO-K1, FluxOR thallium flux, B-score (AID 2156); 20 min; hits give low values; B-score at 10 µM; 1.1% of 310,000 active;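 active = fluorescence ratio B-score at most minus 3 library SDs, with starting brightness B-score within 2 library SDs, cut at about -5.5 in these data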
Kir21 inh = blocks the mouse Kir2.1 inward-rectifier potassium channel; AID 1672; B-score at 10 µM; HEK293-Kir2.1, FluxOR thallium flux fluorescence; hits give low values; 0.85% of 310,000 active; P35561;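 active = fluorescence ratio B-score at or below minus 3 SD of library scores, with starting-brightness B-score within 2 SD, cut at about -4.2 in these data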;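 note: channel flux triggered by added potassium and thallium sulfate stimulus; B-score of peak minus minimum fluorescence over baseline after thallium stimulus; more negative B-score means stronger Kir2.1 block with less thallium influx; some compounds called inactive have numbers as strong as hits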
Target sequence (P35561 whole entry, looked up): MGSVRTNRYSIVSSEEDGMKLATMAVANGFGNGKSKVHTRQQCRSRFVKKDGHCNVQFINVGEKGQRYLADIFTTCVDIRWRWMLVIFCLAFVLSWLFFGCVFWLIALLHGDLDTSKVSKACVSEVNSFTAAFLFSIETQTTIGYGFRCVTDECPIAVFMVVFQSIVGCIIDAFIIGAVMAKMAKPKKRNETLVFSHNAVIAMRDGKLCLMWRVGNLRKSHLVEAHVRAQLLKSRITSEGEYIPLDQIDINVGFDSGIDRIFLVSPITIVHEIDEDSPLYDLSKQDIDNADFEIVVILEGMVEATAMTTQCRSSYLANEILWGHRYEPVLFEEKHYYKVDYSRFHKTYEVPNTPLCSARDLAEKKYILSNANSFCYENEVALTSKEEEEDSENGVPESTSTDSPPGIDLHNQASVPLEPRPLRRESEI
Starred values were filed as active, the others as inactive; i = inactive; · = no result given.

molecule | CHT inh | KCNQ2 block | Kir21 inh
O=C(Oc1cccc2ccccc12)c1ccncc1 | i | i | -0.49
O=C(NC(=S)NN1CCCCC1c1cccnc1)c1ccc(Br)cc1 (stereo unspecified) | i | i | -0.46
CC(=O)c1cccc(N(CC(=O)Nc2ccc(F)cc2F)S(C)(=O)=O)c1 | i | i | -0.56
O=C(CSc1nnc(Cc2ccccc2)o1)NCCN1C(=O)CSC1=O | i | i | 0.02
Cn1ccnc1C(=O)c1cc(SCC(=O)N2CCOCC2)nc2ccccc12 | i | i | 0.09
CCN(CCn1cccn1)C(=O)c1ccc(OC2CCN(C(=O)COC)CC2)cc1 | i | i | -0.32
CCCNC(=O)c1c(CSc2ccccc2)noc1C(=O)NCc1ccccc1 | i | i | 1.6
N#CCc1nn(-c2ccc(F)cc2)c(N)c1C#N | i | i | 0.06
Cc1cc(NC(=O)c2ccoc2C)no1 | i | i | 0.01
CCCN1C(=O)c2cc(C(=O)NCCc3cccc(C)c3)ccc2C1O (stereo unspecified) | i | i | 2.6
CC1CCN(c2nc3nonc3nc2Nc2ccc(F)cc2)CC1 | -5.4* | i | -1.1
Cc1ccc(C(=O)CC2C(=O)N(c3ccccc3)C(=S)N2c2ccccc2)cc1 (stereo unspecified) | i | i | 0.85
O=C(CCn1c(=O)c2sccc2n(CC(=O)OCc2ccccc2)c1=O)NCc1ccccc1 | i | i | 1.6
O=C(CN1CCN(Cc2ccccc2)C1=O)NCc1ccc(Cl)cc1 | i | i | -0.13
CCCc1cc(=O)[nH]c(NCCc2ccccc2)n1 | i | i | -0.2
COc1ccc(C(=O)CCC(=O)N2CCN(c3ccc([N+](=O)[O-])cc3)CC2)cc1 | i | i | 1.2
CC(OC(=O)CCN1C(=O)c2cccc([N+](=O)[O-])c2C1=O)C(=O)Nc1cc(Cl)cc(Cl)c1 (stereo unspecified) | -6.6* | i | -3.4
Cc1ccc(NC(=O)CN2C(=O)NC3(CCCc4ccccc43)C2=O)c([N+](=O)[O-])c1 (stereo unspecified) | i | i | 0.35
Cc1cccc(Nc2nnc(SCC(=O)NCc3cccs3)s2)c1C | i | i | -3.2
CCOC(=O)C1(CCc2ccccc2)CCN(C(=O)c2ccoc2)CC1 | i | i | -2
C[C@H](NC(=O)N1CCC(Cc2ccccc2)CC1)C(=O)O | i | i | 1.3
COc1ccc(F)c(CN2CCC(n3nccc3NC(=O)C3CCOC3)CC2)c1 (stereo unspecified) | i | i | 1.2
COc1ccnc(NCc2cccc(C(F)(F)F)c2)c1C#N | i | i | 0.88
Cn1nc(CC(=O)Nc2cccc3ncccc23)c2ccccc2c1=O | i | i | 1.2
Nc1nc2c(C(=O)N3CCOCC3)nnn2c2ccccc12 | i | i | 0.48
O=C(NNc1nccc(C(F)(F)F)n1)Nc1cccc(Cl)c1 | i | i | 0.68
C/C(=N\Nc1ccccc1)c1c(O)cc(C)oc1=O | i | i | -0.92
CCOC(=O)c1ccc(N2C(=O)c3n[nH]c(C)c3C2c2ccco2)cc1 (stereo unspecified) | i | i | 0.98
Cc1cccc(NC(=S)N(c2ccccc2)C(C)C)c1C | i | i | 0.04
Cc1cccc(CSc2nncc(=O)[nH]2)c1 | i | i | 0.53
CCOc1ncccc1C(=O)Nc1ccc(OC)c(S(=O)(=O)N2CCCCC2)c1 | i | i | 0.37
C=CCC(C=C)[N+]1(CC(=O)OC)CCCCC1 (stereo unspecified) | i | i | -1.7
O=C(OCC(=O)N1CCCC1)c1c(Cl)ccc(Cl)c1Cl | i | i | -0.02
Nc1cc(-c2ccc(Br)cc2)[nH]n1 | i | i | -1.3
CCOc1ccc(-n2nc3c(=O)n(CCN4CCCCC4)nc(C)c3c2C)cc1 | i | i | -2
Cc1c(Cl)cccc1NC(=S)N1CCC(C(N)=O)(N2CCCCC2)CC1 | i | i | -0.18
C=CCNC(=O)CSc1n[nH]c(-c2cc(Cl)ccc2OC)n1 | i | i | 0
Cc1cc(O)cc2c1C(=O)/C(=C/c1ccco1)O2 | i | i | -6
O=C(CN1C(=O)CC(c2ccco2)Sc2ccccc21)NCc1ccc2c(c1)OCO2 (stereo unspecified) | i | i | -1.2
COc1cc(Br)c(CCNC(=O)Cc2ccccc2)cc1OC | i | i | -0.28
O=C(CSC(=S)N1CCOCC1)c1cc2ccccc2oc1=O | i | i | 0.23
C=CCn1c(COc2cccc3ccc(C)nc23)nnc1SCC(=O)O | i | i | 0.59
O=C(O)CSC1CC(=O)N(c2cccc(Cl)c2)C1=O (stereo unspecified) | i | i | -0.08
CCOC(=O)c1sc(N=NC2=C(O)CC(C)(C)CC2=O)c(C(=O)OCC)c1C | i | i | -0.84
CN(C)S(=O)(=O)c1ccc(C(=O)NCc2ccccc2)cc1 | i | i | 0.28
CCOc1ccc(CCNC(=O)COC(=O)c2cccnc2Cl)cc1OCC | i | i | 0.05
Cc1nn(-c2ccccc2)c(C)c1C(=O)NCc1ccc(F)cc1 | i | i | -1
CCOc1ccccc1NC(=O)NC1CC2CCCC(C1)N2Cc1nnnn1CCc1ccccc1 (stereo unspecified) | i | i | 0.37
O=C(O)CCC(=O)Nc1sc2c(c1C(=O)Nc1cccc3ccccc13)CCCCC2 | i | i | -0.81
O=C(c1ccco1)N1CCN(C(=O)N2CCOCC2)CC1 | i | i | -0.07

In another format: results already given
| CHT inh | KCNQ2 block | Kir21 inh | SMILES |
| --- | --- | --- | --- |
| i | i | -0.84 | CCOC(=O)c1sc(N=NC2=C(O)CC(C)(C)CC2=O)c(C(=O)OCC)c1C |
| i | i | 0.28 | CN(C)S(=O)(=O)c1ccc(C(=O)NCc2ccccc2)cc1 |
| i | i | 0.59 | C=CCn1c(COc2cccc3ccc(C)nc23)nnc1SCC(=O)O |
| i | i | -0.81 | O=C(O)CCC(=O)Nc1sc2c(c1C(=O)Nc1cccc3ccccc13)CCCCC2 |
| i | i | 0.37 | CCOc1ccccc1NC(=O)NC1CC2CCCC(C1)N2Cc1nnnn1CCc1ccccc1 (stereo unspecified) |
| i | i | 0.05 | CCOc1ccc(CCNC(=O)COC(=O)c2cccnc2Cl)cc1OCC |
| i | i | 0.23 | O=C(CSC(=S)N1CCOCC1)c1cc2ccccc2oc1=O |

Some of these compounds in order of number of heavy atoms, highest first.
molecule | CHT inh | KCNQ2 block | Kir21 inh
C=CCn1c(COc2cccc3ccc(C)nc23)nnc1SCC(=O)O | i | i | 0.59
O=C(c1ccco1)N1CCN(C(=O)N2CCOCC2)CC1 | i | i | -0.07
O=C(O)CSC1CC(=O)N(c2cccc(Cl)c2)C1=O (stereo unspecified) | i | i | -0.08

Additional structures
molecule | CHT inh | KCNQ2 block | Kir21 inh
CCOC(=O)c1ccc(N=c2sc(C(=O)OC)cc(=O)n2C2CC2)cc1 | i | i | 0.3
CCCCC(=O)Nc1nnc(-c2ccco2)o1 | i | i | 0.98
CCOc1cc(CNCc2ccncc2)cc(Br)c1OCc1ccc(F)cc1 | i | i | -13*
CCOC(=O)Cn1c(CN2CCc3ccccc3C2)nc2c1c(=O)n(C)c(=O)n2C | i | i | -0.74
CC(C)(C)NC(=O)C(c1ccncc1)N(Cc1cccs1)C(=O)Cn1nnc(-c2ccc(F)cc2)n1 (stereo unspecified) | i | i | -0.52
C=CCNc1ccc(F)c(F)c1N1CCCCCC1=O | i | i | -1.1
CSCC[C@H](NC(=O)NCCc1ccc(F)cc1)C(=O)O | i | i | -1.3
OC1(c2ccc(Br)cc2)CCN(Cc2cccc(Br)c2)CC1 | i | i | -11*
O=C(c1cc(-c2ccncc2)nc2ccc(Cl)cc12)N1CCN(C(=O)C2CCCO2)CC1 (stereo unspecified) | i | i | 1.4
CCOc1cc(S(=O)(=O)N2CCC(C(N)=O)CC2)ccc1F | i | i | 0.47
CCn1c(C(=O)N2CCC(C(=O)NCc3ccc(OC)cc3)CC2)cc2sccc21 | i | i | -0.38
O=C1C=C(c2cccnc2)CCC1 | i | i | 0
O=C(COC(=O)c1cc[n+]([O-])cc1)Nc1ccc([N+](=O)[O-])cc1 | i | i | 0.06
COc1ccc(-n2c(=O)c3ccccc3n(CC(=O)NC3CCCCC3)c2=O)c(OC)c1 | i | i | -0.69
COc1ccccc1CNC(=O)CN1CCC(NC(=O)c2ccccc2F)CC1 | i | i | 0.04
CCOC(=O)c1ccc(NC(=O)CSc2nc(N3CCOCC3)nc(N3CCOCC3)n2)cc1 | i | i | -1.3
COc1ccc(NC(=O)COC(=O)CCNS(=O)(=O)c2ccccc2)cc1OC | i | i | -1.4
N#C/C(=C\c1ccc(-c2ccccc2[N+](=O)[O-])o1)C(=O)N1CCOCC1 | i | i | -2.5
Cc1ccc(N2CC(C(=O)Nc3nccs3)CC2=O)cc1Cl (stereo unspecified) | i | i | -1.2
Cc1ccc(CN2CCCNC2=O)cc1 | i | i | 0.64
O=C(NC1CCSC1=O)c1ccc(Cl)cc1 (stereo unspecified) | i | i | -1.7
O=C1CCCC2(O)C1C(c1cccc(Br)c1)NC(=O)N2Cc1ccccc1 (stereo unspecified) | i | i | 0.04
COc1cc2c(cc1OC)C1(C)N(CC2)C(C(C)=O)=NN1c1ccc(Cl)cc1 (stereo unspecified) | i | i | 0.27
CCn1cc([N+](=O)[O-])c(C(=O)N2CCCc3ccccc32)n1 | · | i | -1.1
COc1cccc(NC(=O)C2C3C=CC4(O3)C2C(=O)N(CCCN2CCCC(C)C2)C4C(=O)NC2CCCCC2C)c1 (stereo unspecified) | i | i | -0.54
CCCCNC(=O)C1C2C=CC(C2)C1C(=O)O (stereo unspecified) | i | i | -0.01
CC(C)(C)c1csc(NC(=O)c2cccnc2Cl)n1 | i | i | -0.12
Cc1cc(C)cc(CC2CC(=O)N(c3ccc(Cl)cn3)C2=O)c1 (stereo unspecified) | i | i | 0.18
CCOC(=O)c1c(NC(=S)NCc2ccccc2)sc2c1CCN(C(=O)OCC)C2 | i | i | -0.23
Cc1cc(Nc2cccc([N+](=O)[O-])c2)c2cccc(C)c2n1 | i | i | -0.66
O=C(N1CCCCCC1)N1CCN(S(=O)(=O)c2ccccc2)CC1 | i | i | 0.88
COc1ccccc1-c1nc2ccccc2c(=O)n1O | i | i | -0.41
O=C(O)c1ccccc1C(=O)NNc1ccc(Cl)cc1Cl | i | i | 0.63
COC(=O)c1cc(Nc2cc(C)c3ccc(O)cc3n2)cc(C(=O)OC)c1 | i | i | 3.5
COc1ccc(Cl)cc1S(=O)(=O)N1CCC(C(=O)NCCc2ccccc2)CC1 | i | i | -0.83
COc1ccc2oc(C(=O)OCC(=O)Nc3ccc(C(=O)N(C)C)cc3)c(C)c2c1 | i | i | 1.6
O=C(Cn1cnc([N+](=O)[O-])n1)N/N=C/c1cc(Cl)ccc1O | i | i | -0.95
CSc1nc(C(=O)N2CCc3c([nH]c4ccccc34)C2c2ccccn2)cs1 (stereo unspecified) | i | i | -0.55
Cc1nc(-c2ccc(NC(=O)c3ccco3)cc2)cs1 | i | i | -0.11
COc1ccccc1Cn1c(=S)[nH]c2ccccc2c1=O | i | i | 1.4
CCOc1cc(S(=O)(=O)NCc2ccccc2)c(OCC)cc1-n1cnnn1 | i | i | -0.36
Cc1cc(C)c(OCC(=O)Nc2nc(-c3ccccn3)cs2)c(C)c1 | i | i | 0.81
CCOC(=O)N1CCN(Cc2nc(-c3ccc(OC)cc3)no2)CC1 | i | i | 0.04
CCCCOc1ccc(CON(C(C)=O)C(C)=O)cc1Cl | i | i | 0.51
COc1ccc(CNC(=O)N[C@@H](Cc2c[nH]c3ccccc23)C(=O)O)cc1 | i | i | -0.62
Cc1c(N=Cc2ccc[nH]2)c(=O)n(-c2ccccc2)n1C | i | i | 2.5
CC(C)C(=O)Nc1ccc(NC(=O)c2ccccn2)cn1 | i | i | 1.7
COc1cccc(OC)c1-c1nn(-c2ncc(C(F)(F)F)cc2Cl)c(=O)o1 | i | i | -0.03
C=CCc1ccc(OCCn2cccc2C=O)c(OC)c1 | i | i | -3.5
CC(C)N(N=Nc1ccc([N+](=O)[O-])cc1)C(C)C | i | i | -1.9

(list continues)
molecule | CHT inh | KCNQ2 block | Kir21 inh
O=[N+]([O-])c1ccc(CN2CCN(c3ccccc3Cl)CC2)o1 | i | i | -1.5
Cc1ccc(NC(=O)C2CCC(=O)N2)cc1C (stereo unspecified) | i | i | -0.49
O=[N+]([O-])c1ccc2c(c1Nc1ccccc1Cl)=NC1(CCCCC1)N=2 | i | i | -0.96
CC(=O)N1CCN(C(=O)c2ccc(C(=O)c3ccccc3)cc2)CC1 | i | i | 1.6
Nc1cc(S(=O)(=O)Nc2ccc(Cl)cc2)ccc1N1CCOCC1 | i | i | -0.48
c1ccc(Cc2noc(CN3CCC(CN4CCOCC4)CC3)n2)cc1 | i | i | -0.48
CC(C)CC(NC(=O)c1ccc(Cl)cc1)C(=O)OCc1cc([N+](=O)[O-])cc2c1OCOC2 (stereo unspecified) | i | i | -1.5
CC(=O)NC(=S)Nc1ccc2oc(=O)ccc2c1 | i | i | -0.03
Cc1nc(S/C(=C\c2ccc(-c3ccc(C(=O)O)c(Cl)c3)o2)C(=O)O)n[nH]1 | · | i | -0.14
Cc1cc(C)cc(N(CC(=O)NCCSc2ccccn2)S(=O)(=O)c2ccccc2)c1 | i | i | -1.1
CCn1nnnc1NC(=O)c1cc(OC)c(OC)c(OC)c1 | i | i | 0
COc1ccc(CN2CCCC(CO)(Cc3ccc(F)cc3F)C2)cc1 (stereo unspecified) | i | i | -3.3
Cc1ccc(S(=O)(=O)N2CCN(C)CC2)cc1 | i | i | -0.01
